TGFb SMAD3 inh – qHTS for Inhibitors of TGF-b; HepG2 CAGA-GFP TGF-b/SMAD3 reporter, GFP fluorescence, 18 h; TGF-beta stimulated, 500 pg/mL final; 1.2% of 410,000 active; Potency, µM (titrated, usually from 46.1 µM), inactives show at the top dose activity, negative = inhibition, hits mostly inhibitors; further: potency means the concentration at half of the fitted maximal effect; on the % scale 0 is the no-effect control and ±100 the full control effect; nearly all actives have a fitted effect of over 65% in size
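HEPG2 CAGA-GFP, 1000 cells/well; 2 h settle, 37 C; cpd via pin tool; TGF-b 500 pg/mL final; 18 h, 37 C; GFP imaging ex488/em500-530; %Activity normalised to -TGF-b and +DMSO controls; CRC fit, curve class.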
HepG2 tox – qHTS for Inhibitors of TGF-b: Cytotox Counterscreen; 0.76% of 410,000 active; HepG2 CAGA-GFP viability, ATP luminescence, 18 h; AID 588856, 2011; Potency, µM (series often up to 46.1 µM), for inactives: at the highest dose activity change, negative = cytotoxicity, usual class: cytotoxic; further: potency means the concentration at half of the fitted maximal effect; some results filed as inactive show a strong effect at the top dose
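HepG2 CAGA-GFP cells (1000/well, DMEM with 1% FBS) received compound, then TGF-beta at 500 pg/mL final, and were incubated 18 hours at 37 degrees C. Viability was read by CellTiter-Glo luminescence. Media-only wells were set as complete cell-killing and DMSO as no toxicity.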
MmCpn inh – Inhibitors of TCP-1 ring complex (TRiC) of Methanococcus maripaludis (MmCpn): qHTS; Chaperonin Mm-Cpn (Methanococcus maripaludis); purified Mm-Cpn ATPase, ADP Transcreener TR-FRET; Potency, µM (titrated, usually from 76.9 µM), for the others: at the top dose activity, negative = inhibition, usual class: inhibitors; 0.031% of 330,000 active; further: potency means the concentration at half of the fitted maximal effect; on the % scale 0 is the no-effect control and ±100 the full control effect; nearly all actives have a fitted effect of over 80% in size
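ATPase turnover read by TR-FRET ADP competition (Eu cryptate antibody/ADP-d2, 665/590 nm): 10uM ATP final, 25nM Mm-CPN final, 30 min 37degC after 10-min compound preincubation, pH 7.4 Tris/KCl/MgCl2/DTT buffer.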
Nrf2 block – Nrf2 qHTS screen for inhibitors; A549 ARE-Fluc reporter, luciferase luminescence, 18-24 h; Potency, µM (top dose mostly 46 µM), for the others: at the highest dose activity change, negative = inhibition, usual class: inhibitors; 2.1% of 360,000 active; further: potency means the concentration at half of the fitted maximal effect; on the % scale 0 is the no-effect control and ±100 the full control effect; nearly all actives have a fitted effect of over 60% in size
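Quantitative HTS in A549 cells stably bearing an antioxidant response element-firefly luciferase construct. Inhibition of Nrf2-driven transcription was scored by luminescence after 18-24 h of compound exposure at 37 °C.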
Nrf2 ARE act – qHTS of Nrf2 Activators | AREc32 ARE-luciferase reporter (MCF7-derived line), luminescence, 24 h | Potency, µM (highest dose often 46.1 µM), for the others: at the top dose activation, most hits filed as activators | 0.31% of 410,000 active; further: potency means the concentration at half of the fitted maximal effect; % of control where 0% means no effect; nearly all actives have a fitted effect of over 65% in size
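For detection, Steady-Glo was added and plates sat 30 min at RT; before that, AREc32_Fluc cells grown overnight in OPTI-MEM/5% FBS had been treated with 23 nL compound for 24 hr at 37 deg C.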
S2 tox – Viability Counterscreen for Primary qHTS for Inhibitors of ATXN expression; S2 cells (HEK-293 line with an ATXN2-luciferase reporter) viability, CellTiter-Fluor protease fluorescence, 24 h; Potency, µM (highest dose often 56.7 µM), actives largely listed as cytotoxic; 0.49% of 400,000 active; AID 651635, 2014; further: potency means the concentration at half of the fitted maximal effect; nearly all actives have a fitted effect of over 40% in size
A549 viability – Nrf2 qHTS screen for inhibitors: counterscreen for cytotoxicity. A549 ARE-Fluc cells, CellTiter-Fluor viability, 18-24 h. Potency, µM (titrated, usually from 46 µM), inactives show top-dose activity change, negative = cytotoxicity, hits mostly inhibitors. 0.16% of 390,000 active. AID 504648, 2011; further: potency means the concentration at half of the fitted maximal effect; on the % scale 0 is the no-effect control and ±100 the full control effect
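A549 ARE-Fluc cells in 5% FBS OPTI-MEM, 5000 cells/well, rested 2 h then exposed to compounds in concentration-response for 18-24 h at 37 °C. Viability by CellTiter-Fluor fluorescence (Ex 405/Em 525) after 30 min; luciferase luminescence (BugLite, 15 min, RT) read afterwards.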
Akt phos inh – HTS Assay for Inhibitors of Akt Phophorylation: Primary Screen; Neuro2A IGF-stimulated pAkt S473 HTRF, 20 min; stronger effect = lower value; activity change, % for hits at 50 µM; 0.32% of 360,000 active; AID 651550, 2012; in the data active means activity change below about -80%; inconclusive means mostly about -51% to -80%; further: on the % scale 0 is the no-effect control and ±100 the full control effect
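Neuro2A cells in DMEM with 0.5% FBS, overnight at 37 deg C, given compound at single 50 µM final, then IGF (6 nM final) for 20 min at 37 deg C. Lysed; phospho-Akt Ser473 by HTRF after 24 h, 665/615 ratio.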
CCT chaperon mod – High-Throughput Screening for Modulators of Cytosolic Chaperonin Activity; 0.3% of 360,000 active; activity change, % (concentration not given with the values), hits read low; purified chaperonin ATPase assay, HTRF ADP detection, 30 min; AID 651819, 2012; in the data active means activity change below about -30%; further: on the % scale 0 is the no-effect control and ±100 the full control effect
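Nucleotide hydrolysis assay: TRiC at 20–40 nM final (set by batch activity) with 10 uM ATP, 30 min at 37 °C, in presence of 76 uM compound. Detection by competitive ADP HTRF, 30 min ambient.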
Numbers without * were called inactive; i = inactive; ? = inconclusive; . = no result given; [ ] = remark or other dose. Unless noted, the call rests on the fitted dose curve; in most records, active means well fitted curve in the direction sought with a large enough effect; inconclusive means small, poorly fitted or top-dose-only effect, or another doubt; inactive means no such curve, though single readings can be large; an effect the other way counts as inactive or inconclusive.

SMILES	TGFb SMAD3 inh	HepG2 tox	MmCpn inh	Nrf2 block	Nrf2 ARE act	S2 tox	A549 viability	Akt phos inh	CCT chaperon mod
NC(=O)C1CCN(C(=O)COc2ccc3c4c(c(=O)oc3c2)CCCC4)CC1	?	-40%	-5%	-14%	-0.1%	i	-4%	i	0.5
NC(=O)NC(=O)Nc1ccccc1Cl	-2%	1%	0%	1%	-0.6%	i	-6%	i	-0.4
COc1ccc(N(C)S(=O)(=O)c2ccc(Cl)c(C(=O)NCCc3ccc(Cl)cc3)c2)cc1	-36%	-12%	-1%	?	0.0%	i	?	i	0.5
Cc1cc(F)ccc1S(=O)(=O)N1CCCCC1CCNC(=O)C(=O)NCc1ccccn1 (centres undefined)	-14%	0%	-4%	-16%	-0.6%	i	0%	i	-0.3
Cc1cc(C)cc(N2Cc3ccccc3C2)c1	-1%	-13%	0%	12%	-1.1%	i	-9%	i	0.7
O=C(c1ccccc1F)N1CCN(Cc2ccccc2F)CC1	0%	10%	-2%	-6%	-0.4%	i	5%	i	-2.6
CC1(C)CC(=O)C(C#N)=C(NCCCO)C1	0%	-2%	1%	-8%	-0.1%	i	2%[1.84 µM]	i	-1.5
COc1ccc(NC(=O)N(C)C[C@@H]2OCc3cn(nn3)CCCC(=O)N([C@H](C)CO)C[C@H]2C)cc1	20%	-2%	.	.	-0.1%	i	.	i	-2.0
COc1ccc(CCn2cc(C#N)c(=O)[nH]c2=O)cc1OC	17%	2%	0%	13%	0.5%	i	0%	i	-1.2
Cc1ccc(C)c(Nc2nn3c(=O)c4ccc(C(=O)NC5CCCCC5)cc4nc3s2)c1	12%	-36%	.	20%	-0.1%	i	3%	.	.
O=C(CCNC(=O)c1ccco1)NCc1ccc(F)cc1	-3%	-3%	1%	-2%	0.0%	?	-3%	i	-0.6
NC(=Nc1c([N+](=O)[O-])cnc2ccccc12)N1CCOCC1	6%	0%	.	.	-0.7%	i	.	i	-2.2
Cc1ccc(-n2nc(C)c3nc(CCC(=O)Nc4cccc(F)c4)c(=O)n(C)c32)cc1	-4%	-1%	.	.	-1.0%	i	0%	.	.
O=C(c1ccco1)N1CCN(C2CC(=O)N(c3ccc4c(c3)OCO4)C2=O)CC1 (centres undefined)	2%	3%	-1%	1%	-0.1%	i	0%	i	0.2
O=C(COC(=O)c1ccc(F)c(S(=O)(=O)N2CCOCC2)c1)NCc1ccccc1	?	-2%	1%	8%	0.5%	i	2%	i	-0.1
Nc1ccc(-n2ccnc2)cc1	-22%	1%	2%	.	2.6%	i	-1%	i	1.5
O=C(CSc1nc(O)cc(=O)n1C1CCCC1)Nc1cccc(Cl)c1Cl	-4%	-3%	0%	13%	-0.8%	i	2%	i	2.4
CCOc1ccc(-c2c(C(=O)N/N=C(\C)c3ccco3)nnn2-c2nonc2N)cc1	4%	-10%	1%	?	9.1%	i	-9%	i	-1.9
Cc1ccc(C(=O)N/C(=C/c2ccc(-c3cccc([N+](=O)[O-])c3)o2)C(=O)NCCCN(C)C)cc1	-3%	-2%	-2%	-16%	12%	i	-10%	i	2.3
COC(=O)N1C(=O)[C@](c2ccsc2)(C(C)C)N1C(=O)OC	?	-27%	1%	?	9.1%	i	-7%	i	-1.6
CCOC(=O)c1c(Nc2cccc(C)c2)nnc(-c2ccccc2)c1-c1ccccc1	?	-16%	.	18µM*	2.4%	i	-16%	.	.
Cc1cnc(C(=O)OCC(=O)Nc2ccc(Cl)cn2)cn1	15%	-4%	-1%	7%	0.6%	i	1%	i	-0.6
CC(=O)Nc1ccc(NC(=O)CSc2nnc(NC(=O)c3ccccc3F)s2)cc1	-7%	-25%	.	.	0.1%	i	.	i	-2.3
CC(NC(=O)CCc1nnc(-c2ccc(-c3ccccc3)cc2)o1)c1nc2ccccc2[nH]1 (centres undefined)	-24%	-23%	1%	?	0.5%	i	-2%	i	0.5
COC(=O)c1cc(S(=O)(=O)N(C)C2CCCCC2)oc1C	8%	-1%	2%	-1%	-0.7%	i	1%	i	-0.8
CCOc1ccc(C(=O)NCC(=O)Nc2cc(C)ccn2)cc1OCC	-1%	25%	-3%	1%	-0.8%	i	1%	i	-2.4
CCC(CC)C(=O)Nc1cc(-c2nc3cccnc3s2)ccc1C	-1%	-2%	.	?	2.8%	i	0%	.	.
O=C(CCc1c[nH]c2ccccc12)N1CCN(c2ccc(O)cc2)CC1	-9%	7%	0%	?	0.6%	i	-10%	i	-0.9
O=C1N/C(=N\N=C\c2cccs2)SC1Cc1cccc(Cl)c1Cl (centres undefined)	-9%	-2%	1%	4%	0.0%	?	-3%	i	0.2
Cn1ncc(Cl)c1C(=O)N1CCc2ccccc21	-8%	-13%	-10%	9%	-0.8%	i	-4%	i	-1.6
COc1ccc(N(Cc2cccs2)C(=O)COc2cccc(C)c2C)cc1	?	-16%	.	?	-0.4%	.	0%	.	.
COc1ccc(OC)c(CN2CCN(S(=O)(=O)c3ccc(NC(C)=O)cc3)CC2)c1	8%	14%	-1%	-13%	0.6%	i	0%	i	-0.7
Cc1ccc(N(Cc2ccccc2)C(=O)c2ccc(Cl)c(S(=O)(=O)N3CCOCC3)c2)cc1	?	-17%	-28%	?	-1.1%	i	-10%	i	-3.2
CC(C)Cc1cc(C(=O)NCc2ccc(Cl)cc2)no1	24%	-4%	.	5%	0.6%	i	0%	.	.
CC(=O)Nc1ccc(S(=O)(=O)N2CCN(c3cnn(C)c(=O)c3Cl)CC2)cc1	3%	-28%	-3%	-2%	0.0%	i	2%	i	1.4
O=c1cc(CN2CCN(c3ccccc3F)CC2)c2ccccc2o1	-5%	2%	.	.	-0.6%	i	.	i	1.2
CCOC(=O)CSc1nnc(-c2ccco2)n1C	1%	0%	0%	-12%	-0.6%	i	-4%	i	2.8
O=C(O)C1CC=CCC1C(=O)NCCc1ccccc1 (centres undefined)	11%	4%	0%	-12%	-0.4%	i	-3%	i	-1.0
CCc1nnc(NC(=O)CCC(=O)NC2CCCC2)s1	17%	1%	2%	?	-0.5%	i	0%	.	-2.2
Cc1cc(C)c(C(=O)CSc2nc(C)cc(C)c2C(N)=O)c(C)c1	1%	-22%	0%	1%	0.0%	.	-3%	i	0.5

Of the compounds above, 7 have fluorine:
SMILES	TGFb SMAD3 inh	HepG2 tox	MmCpn inh	Nrf2 block	Nrf2 ARE act	S2 tox	A549 viability	Akt phos inh	CCT chaperon mod
Cc1cc(F)ccc1S(=O)(=O)N1CCCCC1CCNC(=O)C(=O)NCc1ccccn1 (centres undefined)	-14%	0%	-4%	-16%	-0.6%	i	0%	i	-0.3
O=C(c1ccccc1F)N1CCN(Cc2ccccc2F)CC1	0%	10%	-2%	-6%	-0.4%	i	5%	i	-2.6
O=C(CCNC(=O)c1ccco1)NCc1ccc(F)cc1	-3%	-3%	1%	-2%	0.0%	?	-3%	i	-0.6
Cc1ccc(-n2nc(C)c3nc(CCC(=O)Nc4cccc(F)c4)c(=O)n(C)c32)cc1	-4%	-1%	.	.	-1.0%	i	0%	.	.
O=C(COC(=O)c1ccc(F)c(S(=O)(=O)N2CCOCC2)c1)NCc1ccccc1	?	-2%	1%	8%	0.5%	i	2%	i	-0.1
CC(=O)Nc1ccc(NC(=O)CSc2nnc(NC(=O)c3ccccc3F)s2)cc1	-7%	-25%	.	.	0.1%	i	.	i	-2.3
O=c1cc(CN2CCN(c3ccccc3F)CC2)c2ccccc2o1	-5%	2%	.	.	-0.6%	i	.	i	1.2

(list continues)
SMILES	TGFb SMAD3 inh	HepG2 tox	MmCpn inh	Nrf2 block	Nrf2 ARE act	S2 tox	A549 viability	Akt phos inh	CCT chaperon mod
COc1ccc(NC(=O)CSc2nc3nc(C)c(Cc4ccccc4)c(C)n3n2)cc1OC	-17%	-11%	.	.	19%	?	0%	.	.
CN(C)c1ccc(C2C3=C(CCCC3=O)OC3=C2C(=O)CCC3)cc1	-1%	7%	-3%	8%	0.9%	i	-10%	i	-17
Cc1cc(C)c(C)c(S(=O)(=O)N2CCC(C(=O)N3CC(C)CC(C)C3)CC2)c1C (centres undefined)	-4%	-27%	0%	0%	-0.8%	i	-2%	i	1.2
COc1ccc(NC(=S)N(Cc2cccc(Br)c2)CC2CCC(C(=O)O)CC2)cc1 (centres undefined)	2%	2%	4%	-21%	0.4%	i	-6%	i	-0.9
CC1=C(C(=O)N(C(C)C)C(C)C)CC(CC(=O)NC2CCCC2)C(=O)N1Cc1ccccc1 (centres undefined)	1%	-5%	.	.	-0.3%	i	.	i	-1.0
COc1ccc(-c2nc3ccccc3c(=O)n2NC(=S)N(C)C)cc1	9%	-2%	-1%	-13%	0.3%	?	-10%	i	-0.1
O=C(Cc1ccccc1)NCC(=O)N1CCc2ccccc2C1	4%	-18%	0%	?	-2.4%	i	19%	i	2.8
O=C(COc1ccc2c(c1)C(=O)CC1(CCCCC1)O2)NCc1ccccc1	-4%	-7%	-3%	-29%	0.3%	i	-9%	i	-2.9

From PubChem
